# Screening results as filed in PubChem.
# D3 antag – blocks the human D3 dopamine receptor | AID 652054 | max response, negative = inhibition, % | 2.5% of 360,000 active | D3R cells, DiscoveRx beta-arrestin luminescence, antagonist mode; active compounds read low; in the data active = max response below about -50%; inconclusive = no clear call, values can overlap the other calls; note: % is set by controls: 0 for no effect and ±100 for the full control effect; mostly tested at two doses, the higher about 12 µM
# Target sequence (P35462 whole entry, looked up): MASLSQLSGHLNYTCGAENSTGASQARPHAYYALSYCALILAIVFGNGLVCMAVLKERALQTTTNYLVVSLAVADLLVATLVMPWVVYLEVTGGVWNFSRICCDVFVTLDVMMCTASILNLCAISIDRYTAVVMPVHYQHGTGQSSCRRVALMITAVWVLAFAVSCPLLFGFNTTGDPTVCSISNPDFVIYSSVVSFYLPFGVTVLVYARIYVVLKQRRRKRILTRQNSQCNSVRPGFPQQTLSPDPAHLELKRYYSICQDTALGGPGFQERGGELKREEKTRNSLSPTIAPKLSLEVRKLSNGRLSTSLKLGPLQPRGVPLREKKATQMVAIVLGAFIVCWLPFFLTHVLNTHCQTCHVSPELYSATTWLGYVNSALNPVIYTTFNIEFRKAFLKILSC
#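 Cells plated overnight at 1500 cells/well, then exposed to library compounds with dopamine controls for 90 minutes at 37 degrees C. DiscoveRx reagent added for 30–60 minutes at room temperature; luminescence read, quantitative HTS format.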
# pAkt inh – inhibitors of Akt phosphorylation | 0.32% of 360,000 active | activity change, % for hits at 50 µM | Neuro2A IGF-stimulated pAkt S473 HTRF, 20 min; active compounds read low; in the data active = activity change below about -80%; inconclusive = mostly about -51% to -80%; note: % is set by controls: 0 for no effect and ±100 for the full control effect
#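 Neuro2A cells (4,500/well, DMEM with 0.5% FBS) were treated with compound at a single 50 µM final concentration, stimulated with 6 nM IGF for 20 min at 37 °C, and lysed. Phospho-Akt Ser473 was read by HTRF as 665/615 ratio ×10^4.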
# GLP-1R agonist – agonists of human GLP-1 receptor; 0.007% of 380,000 active; Potency, µM (doses to about 45.6 µM), without a hit: top-dose activation, hits mostly activators; HEK293 GLP-1R CRE-luciferase, luminescence, 4-6 h; cells express a hypersensitive GLP-1R form; P43220; note: potency is the fitted concentration of half-maximal effect; % of control where 0% means no effect
# Abeta yeast res – A-beta toxicity reversal in yeast; yeast expressing A-beta42, growth rescue, OD600, 48 h; response scale: 0% DMSO, 100% iron-clioquinol control; Potency, µM (highest dose often 46.1 µM), without a hit: at the highest dose growth rescue, usual class: activators; 0.063% of 410,000 active; AID 1347071; note: potency is the fitted concentration of half-maximal effect; nearly all actives have a fitted effect of over 55% in size
#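 Yeast A-beta toxicity model in growth medium with pinned compounds, 48 h at 30 C; growth read as absorbance at 600 nm. Normalized to FeCl3/clioquinol equimolar mix (positive) and DMSO (negative).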
# FUS yeast rescue – suppressors of FUS proteinopathy in yeast; 0.24% of 390,000 active; Potency, µM (top dose mostly 76.6 µM), inactives show at the top dose growth rescue (activation), usual class: activators; AID 1347120; S. cerevisiae FUS-expressing, growth rescue, OD600, 24 h;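 note: potency is the fitted concentration of half-maximal effect; plate controls were DMSO vehicle for no effect and reference control for full effect; nearly all actives have a fitted effect of over 55% in size; some results filed as inactive show a strong effect at the top dose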
#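 Yeast expressing FUS under galactose induction, OD 0.005 in 2% galactose medium; compounds in a dilution series, 24 h at 30C. Growth rescue by absorbance at 600 nm; CP55940 positive control, DMSO negative.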
# GLP-1R inv ag – GLP-1 receptor (human) inverse agonism; P43220; 1.6% of 410,000 active; AID 624417; Potency, µM (doses to about 38.3 µM), for the others: at the highest dose activity change, negative = inhibition, actives largely listed as inhibitors; HEK293 GLP-1R CRE-luciferase, luminescence, 24 h; GLP-1R form is constitutively active; note: potency is the fitted concentration of half-maximal effect; % is set by controls: 0 for no effect and ±100 for the full control effect; nearly all actives have a fitted effect of over 55% in size
#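 GLP-1R inverse agonism mode: basal reporter luminescence in engineered HEK293 cells measured after one day of compound exposure at 37 deg C, with a 12 min room-temperature detection step.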
# PTHR1 agonist – PTHR1 (human) receptor agonism. 0.075% of 410,000 active. Q03431. HEK293 GP2 PTHR1 cells, GloSensor cAMP luminescence, 1 h. Potency, µM (titrated, usually from 115 µM), for the others: at the top dose activation, usual class: activators; note: potency is the fitted concentration of half-maximal effect; nearly all actives have a fitted effect of over 55% in size; some results filed as inactive show a strong effect at the top dose; inactives centre near -15; many of its hits are not listed in these tables
# Target sequence (Q03431 whole entry, looked up): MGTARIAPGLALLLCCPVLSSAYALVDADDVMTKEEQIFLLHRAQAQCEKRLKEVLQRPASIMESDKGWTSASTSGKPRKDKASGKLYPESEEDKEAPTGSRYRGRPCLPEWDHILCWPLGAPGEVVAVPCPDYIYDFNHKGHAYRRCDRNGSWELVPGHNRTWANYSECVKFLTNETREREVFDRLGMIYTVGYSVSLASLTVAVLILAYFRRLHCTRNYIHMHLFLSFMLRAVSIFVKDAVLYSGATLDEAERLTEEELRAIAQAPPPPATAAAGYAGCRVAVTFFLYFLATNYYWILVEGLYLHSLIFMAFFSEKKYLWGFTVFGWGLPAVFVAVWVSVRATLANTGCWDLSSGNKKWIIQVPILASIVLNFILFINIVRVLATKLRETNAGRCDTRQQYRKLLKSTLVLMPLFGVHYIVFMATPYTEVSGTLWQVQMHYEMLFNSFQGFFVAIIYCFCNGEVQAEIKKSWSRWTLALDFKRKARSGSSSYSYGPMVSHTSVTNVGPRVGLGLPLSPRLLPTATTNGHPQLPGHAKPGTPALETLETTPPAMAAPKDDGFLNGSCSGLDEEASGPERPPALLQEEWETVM
#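 HEK-293-derived GP2 cells expressing PTHR1 and a GloSensor cAMP reporter, 3,000/well, plated overnight, given luciferin plus IBMX (each 0.5 mM as added) for 1 h at 37 °C, then compound for 1 h at 37 °C. Luminescence was read after 15 min at room temperature.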
# aSyn rescue – rescues yeast growth from alpha-synuclein toxicity | Yeast expressing alpha-synuclein, growth rescue, BacTiter-Glo, 24 h | Potency, µM (titrated, usually from 46.1 µM), inactives show at the highest dose growth rescue (activation), hits mostly activators | 0.14% of 370,000 active | AID 652106; note: potency is the fitted concentration of half-maximal effect; % of control where 0% means no effect; nearly all actives have a fitted effect of over 65% in size
#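 Readout is rescue of growth in alpha-synuclein-expressing yeast, so inhibitors of toxicity appear as activators. Growth after 24 hr at 30 deg C in galactose medium is quantified by luminescence.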
# TDP43 rescue – inhibitors of TDP-43 toxicity in yeast | Potency, µM (series often up to 46.1 µM), inactives show at the highest dose growth rescue (activation), hits mostly activators | TDP-43 expressing yeast growth rescue, BacTiter-Glo, 24 h | 1.8% of 410,000 active; note: potency is the fitted concentration of half-maximal effect; % of control where 0% means no effect; nearly all actives have a fitted effect of over 50% in size
#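 Readout is BacTiter-Glo luminescence of cell growth, so inhibitors register as activators. TDP-43-expressing yeast at OD600=0.02 in galactose medium, after raffinose pregrowth to mid-log, were incubated with compound for 24 hr at 30 deg C.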
# Numbers without * were called inactive; i = inactive; ? = inconclusive; nt = no result given; & = joins results of further samples; [ ] = dose if it differs, or a comment. Unless noted, calls come from the whole dose curve; as a rule, active = well fitted curve in the direction sought with a large enough effect; inconclusive = small, poorly fitted or top-dose-only effect, or another doubt; inactive = no such curve, though single readings can be large; an effect the other way counts as inactive or inconclusive. Only part of the results is shown; the hit share may differ from the screen's.
Molecule	D3 antag	pAkt inh	GLP-1R agonist	Abeta yeast res	FUS yeast rescue	GLP-1R inv ag	PTHR1 agonist	aSyn rescue	TDP43 rescue
O=C(CCn1c(=O)c2sccc2n(Cc2cccc(F)c2)c1=O)NCc1ccc2c(c1)OCO2	nt	nt	nt	-15%	-23%	10%	i	nt	17%
COc1cccc(C2C=C(c3ccccc3)Nc3c(C(=O)Nc4ccccc4)cnn32)c1OC (stereo unspecified)	nt	nt	nt	6%	15%	?	-35%[inhibitor]	nt	1%
CCOc1ccc(NC2=NCCC(=O)N2Cc2cccs2)cc1	-24	i	5%	28%	5%	-3%	-11%[57.5 µM]	-20%	12%
O=C(c1nc[nH]c1C(=O)N1CCc2ccccc2C1)N1CCc2ccccc2C1	36	i	-4%	-13%	-13%	3%	-20%	-9%	-4%
CCc1ccc(-c2cc(C)no2)cc1S(=O)(=O)N1CCN(c2ccccc2OC)CC1	4	i	-1%	15%	?	4.5µM*	i	3%	6%
CC(C)Cc1ccc(/C=C/C(=O)NC2CC2)cc1	3	i	22%	16%	-5%	-13%	-7%	-9%	?
COc1ccc(C(=O)NCc2nnc(SCC(=O)N3CCCC3)o2)cc1	3	i	-2%	4%	-9%	-1%	?	-3%	13%
Cc1ccc(OCC(=O)Nc2ccc3c(c2)nc(CCN2CCOCC2)n3C)cc1	17	i	-4%	3%	4%	-8%	i	?	16%
Cn1nc(C(=O)N2CCOCC2)c([N+](=O)[O-])c1C(=O)N1CCOCC1	9	i	-14%	-2%	nt	0%	i	1%	0%
NS(=O)(=O)c1ccc(CCNC(=O)Nc2ccc(Cl)c(Cl)c2)cc1	-30	i	-5%	-5%	33%	-5%	i	-3%	-17%
Cc1ccc(S(=O)(=O)N(CC(=O)Nc2cc(C)ccc2C)C(=O)N2CCN(C)CC2)cc1	-1	i	-6%	4%	-13%	12%	i	1%	10%
FC(F)(F)c1nc2ccccc2n2c(-c3c(Cl)cccc3Cl)nnc12	?	i	2%	7%	2%	13%	i	-7%	4%
O=C(NC1CCCc2ccccc21)c1cccc(F)c1 (stereo unspecified)	25	i	1%	-1%	0%	?	-21%	-3%	nt
Cc1nc2sc(C(c3ccco3)N3CCC4(CC3)OCCO4)c(O)n2n1 (stereo unspecified)	-3	i	-3%	-3%	2%	33%[activator]	i	-1%	-13%
COc1cc(C2CC(=O)N(CC(=O)NCC3CCCO3)c3ccccc3S2)cc(OC)c1OC (stereo unspecified)	8	i	26%	4%	10%	13%	i	0%	-18%[0.397 µM]
Cc1ccc(NC(=S)Nc2ccc(F)cc2)cc1	-14	i	-2%	?	-16%	5%	-14%	0%	10%
Cc1cc(C(=O)Nc2ccccc2N2CCCCC2)no1	-7	i	3%	2%	22%	?	i	-22%	11%
O=C(CN(Cc1ccccc1)C1=NCCS1)c1ccc(Cl)cc1	-64*	i	0%	-4%	13%	?	-15%	11%	11%
COc1cc(NC(=S)N2CCc3ccccc3C2)cc(OC)c1	-4	i	8%	9%	-6%	-5%	i	3%	-13%
CC(C)C(=O)Nc1nc(-c2ccc(S(=O)(=O)N3CCOCC3)cc2)cs1	13	i	3%	-6%	nt	15%	-57%[inhibitor]	0%	-3%
Cc1ccc(SCC(=O)N2CCC(C(N)=O)CC2)cc1	-6	i	3%	-14%	3%	-4%	9%	-4%	-15%
CCOc1ccc(Nc2ncnc3c2nc2n3CCCCC2)cc1	nt	nt	3%	-11%	8%	4%	-40%[inhibitor]	nt	13µM*
COC(=O)CSc1ccc2c(N)c(C(=O)OC)sc2c1	-4	i	6%	-16%	19%	1%	-1%[57.5 µM]	-1%	-8%
O=C(COCc1cc(-c2cccs2)on1)Nc1cccc(Cl)c1Cl	nt	nt	nt	-8%	7%	0%	-7%	nt	?
CC1CCN(C(=O)CSc2nncn2C)CC1	-4	i	-15%	14%	-11%	1%	i	0%	-4%
CC1CN(C(=O)/C=C/c2ccc3c(c2)OCO3)CC(C)O1 (stereo unspecified)	-19	i	9%	-4%	-22%	0%	i	6%	-10%
O=C(C1CCN(S(=O)(=O)Cc2ccccc2)CC1)N1CCN(c2ccccc2F)CC1	nt	nt	nt	4%	22%	2%	-19%	nt	0%
Nc1nonc1-c1nc2ccccc2n1Cc1ccc(Cl)cc1	-13	i	7%	7%	20%	-24%	20%	-4%	-12%
COc1ccc(NC(=O)C2(S(=O)(=O)c3ccc(C)cc3)CC2)cc1OC	10	i	17%	2%	11%	11%	i	0%	-11%
C1=C(c2ccccc2)Nc2nnnn2C1c1cccs1 (stereo unspecified)	-1	-111%*	-3%	?	37%	1%	-20%[57.5 µM]	0%	-3%
CCn1cc([N+](=O)[O-])c(C(=O)Nc2nc3ccc(OC)cc3s2)n1	-9	i	0%	2%	-21%	33%[activator]	i	5%	-1%
O=C(CCC1N=C2c3ccccc3N=C(SCc3cccc(Cl)c3)N2C1=O)NCc1cccs1 (stereo unspecified)	nt	nt	nt	-9%	-7%	8%	i	nt	23%
COc1ccc(C(=O)Nc2ccc3cn[nH]c3c2)c(OC)c1	1	i	1%	7%	-5%	4%	-1%	-1%	-24%
COC(=O)C1=C(C)N(CCc2c[nH]c3ccccc23)C(=O)C1	10	i	5%	-5%	2%	6%	i	-3%	14%
O=C(CSc1ccc2nnc(-c3ccc(Cl)cc3)n2n1)N1CCc2ccccc21	-17	i	3%	-15%	3%	-1%	i	0%	12%
C=CCc1ccc(OCCOCCOc2ccccc2[N+](=O)[O-])c(OC)c1	17	i	23%	20%	20%	?	-19%	10%	27%
COc1ccc(NC(=S)NCCCN2CCCC2)cc1Cl	-17	i	14%	3%	4%	11%	i	0%	-5%
O=C(Nc1ccc(S(=O)(=O)Nc2ncccn2)cc1)c1ccc2ncsc2c1	-13	i	-1%	-4%	13%	19%	?	-5%	5%
CN(CC(=O)Nc1cccc(F)c1)C(=O)c1cc([N+](=O)[O-])ccc1N1CCOCC1	-5	i	-8%	12%	0%	3%	-5%	0%	22%
O=S(=O)(c1ccc(S(=O)(=O)N(Cc2cccs2)CC2CCCO2)cc1)N1CCCCC1 (stereo unspecified)	-11	nt	1%	10%	15%	-14%	i	-12%	0%
CNc1oc(-c2cccs2)nc1C#N	0	i	14%	-15%	nt	0%	i	-5%	-5%
N#Cc1cccc(NC(=O)C2CCN(c3nc(-c4ccc(Cl)cc4)no3)CC2)c1	nt	nt	nt	2%	-10%	21%	i	nt	18%
O=c1c2sc(-c3ccccc3)cc2nc2n1CCCCC2	4	i	7%	-34%[inhibitor]	1%	?	-28%	9%	11µM*
CC(C)(C)OC(=O)N1CCC(c2nnc(SCc3cccc(Cl)c3)o2)CC1	nt	nt	9%	-17%	?	?	-75%[inhibitor]	?	11%
Cc1ccccc1-c1ccc(C(=O)NCc2ccccc2)o1	-12	i	22%	-23%	9%	-9%	-6%	7%	?
COc1cccc(NC(=O)C(C)N2C(=O)c3ccccc3S2(=O)=O)c1 (stereo unspecified)	23	i	0%	7%	-5%	11%	i	2%	9%
COCc1cc(C)nc(OCC(=O)N/N=C/c2ccc(-c3cc([N+](=O)[O-])ccc3Cl)o2)c1C#N	2	i	1%	-6%	-8%	-5%[7.66 µM]	i	-1%	16%[9.22 µM]
COc1ccccc1CN1CCNC(=O)C1CC(=O)N(C)Cc1cnccn1 (stereo unspecified)	11	i	4%	-2%	7%	10%	i	-12%	-12%
O=C(NC1CCCCCC1)C1CCN(C(=O)N2CCOc3ccccc32)CC1	nt	nt	nt	3%	-5%	-14%	i	nt	21%
O=C(Nc1cccc(F)c1)c1ccc2c(c1)OCCO2	-14	i	9%	-27%	11%	-19%	-34%[inhibitor]	-22%	nt
CCOC(=O)c1c(-c2ccc(C)cc2)csc1NC(=O)c1cc(-c2ccc(Cl)cc2)on1	nt	nt	nt	-22%	-3%	-11%	i	nt	-13%
CCc1ccc(N2CN(Cc3ccco3)CNC2=S)cc1	-1	i	14%	26%	-6%	2%	-10%	1%	20%
COc1ccc(C(=O)Nc2nnc(S(=O)(=O)N3CCC(C)CC3)s2)cc1OC	?	i	-1%	-10%&1%	30%&-1%	-10%&5%	i	-8%	-1%&24%
Cn1c2ccccc2c2cc(/C=C(\NC(=O)c3ccccc3)C(=O)O)ccc21	18	i	2%	-13%	14%	6%	i	1%	-1%
Cc1cc(C)n(Cc2ccc(Cl)nc2)n1	17	i	3%	-8%	-7%	8%	-10%	-2%	0%
O=C(c1ccc(CSc2nc3ccncc3[nH]2)cc1)N1CCN(c2cccc(Cl)c2)CC1	14	i	-6%	-15%	34%	?	-94%[inhibitor]	?	?

# Further structures follow.
Molecule	D3 antag	pAkt inh	GLP-1R agonist	Abeta yeast res	FUS yeast rescue	GLP-1R inv ag	PTHR1 agonist	aSyn rescue	TDP43 rescue
CC(C)CC(=O)Nc1ccc(C(=O)Cn2nc(C(=O)O)c3ccccc3c2=O)cc1	?	i	-16%	4%	21%	18%	i	-6%	-4%
CCn1ccc(C(=O)NCCCN2CCCC2=O)n1	-5	i	-1%	0%	-11%	12%	i	-4%	-14%
CCCCN1CC(c2nc3ccccc3n2CCCCOc2cc(C)ccc2C)CC1=O (stereo unspecified)	nt	nt	nt	-20%	?	?	i	nt	6%
COc1ccccc1Oc1ccc(S(=O)(=O)N2CCCCC2C)cc1 (stereo unspecified)	-8	i	21%	-14%	-7%	?	-78%[inhibitor]	-5%	-20%
